M1AAP inhibition = malaria alanyl aminopeptidase activity blockers – biochemical, fluorogenic H-Leu-NHMec substrate, 1536-well (AID 1445) | hit rate 0.42% among 220,000 | recombinant M1AAP, H-Leu-NHMec fluorogenic kinetic assay; higher % means a stronger effect | inhibition, % at 30 µM; hits with a dose series show IC50 in µM;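 active = primary inhibition above the hit cutoff, then over 50% inhibition at one or more dose response concentrations, cut at about 23% in these data, passing the limit was not always enough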;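 note: plate controls were DMSO full reaction for no effect and no enzyme background for full effect; strong numbers were not always called active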
Dynein cargo inh = dynein cargo transport inhibition | 3617.4 mouse cells, GR-EGFP nuclear translocation imaging; test concentration mostly 20 µM; stimulated with dexamethasone, 1 µM; hits give low values | z-score, hits read low | hit rate 0.47% among 220,000 | AID 1381;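 active = plate z-score of nuclear minus cytoplasmic receptor signal below a set negative limit, without overly bright fluorescence or cell loss, cut at about -3.5 in these data, passing the limit was not always enough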;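 note: z-score of nuclear minus cytoplasmic ring GR-EGFP intensity difference per well; some compounds called inactive have numbers as strong as hits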
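Buffer or medium: tetracycline-free induction medium containing charcoal-stripped FBS / Reagent: dexamethasone agonist, 1.0 µM final, for 30 min / Technique: automated 10x imaging of fixed Hoechst-stained cells / Times: induction 48 h, compound 1 h, agonist 30 min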
Autophagy mod = alters autophagy in cells | MEF GFP-LC3 puncta imaging; test concentration mostly 10 µM | calls only at 10 µM (by protocol) | hit rate 0.98% among 190,000 | AID 463193;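 active = percentage of spot-positive cells more than 3 SD above its plate mean, without a fluorescence outlier flag or 80% toxicity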;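 note: spot-positive cell cutoff set from DMSO-treated cells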
Ins promoter up = MIN6 insulin promoter up-regulation. MIN6 insulin promoter-GFP reporter, high-content imaging; hits give high values. z-score at 5 µM. hit rate 0.3% among 190,000. AID 1625;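 active = z-score above 3 at 5 µM with at least 500 cells counted in the well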
ER stress rescue = protection against thapsigargin-triggered cell killing – 384-well, CSM14.1, ATP luminescence, primary screen (AID 1222) | CSM14.1 thapsigargin-induced death rescue, ATP luminescence; higher % means a stronger effect | one-dose cellular ATP content (survival), % at 20 µM; EC50 in µM for titrated hits | 190,000 tested, under 10 active;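 active = EC50 below 50 µM in the dose-response confirmation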;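 note: death triggered by thapsigargin at about 15 µM added after 2 h compound pretreatment; cell ATP read after overnight thapsigargin exposure of roughly 18 to 22 hours; normalized against plate controls of thapsigargin alone and 5% DMSO vehicle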
Hep lipid drop = modulators of hepatic lipid droplet formation; AML12 mouse hepatocytes, oleate lipid droplets, BODIPY imaging; inhibition, % at 6.5 µM; hit rate 0.4% among 240,000; AID 1656;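 active = lipid droplet intensity inhibited by at least 50%, with more than 500 cells counted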
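material = mouse AML12 hepatocyte cell line, fixed after treatment | also added = 100 µM oleic acid challenge | doses = compound at 6.5 µM only | schedule = overnight exposure | technique = Image-based BODIPY and DAPI two-channel analysis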
P. falciparum M17LAP = P. falciparum M17LAP inhibitors, primary screen, biochemical, fluorogenic H-Leu-NHMec substrate, 1536-well (AID 1619); recombinant M17LAP, H-Leu-NHMec fluorogenic kinetic assay; higher % means a stronger effect; one-dose inhibition, % at 30 µM; IC50 in µM for titrated hits; hit rate 0.38% among 220,000;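 active = compound inhibiting the enzyme by more than half at any dose during confirmatory dose-response retesting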;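 note: plate controls were full reaction with DMSO carrier for no effect and no enzyme background for full effect; strong numbers were not always called active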
MT stabilizer = microtubule stabilization, imaging screen; hit rate 0.83% among 200,000; HeLa tubulin immunostaining HCS, 24 h; share of cells brighter than vehicle mean+2SD; % tubulin-high responders, % at 10 µM;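 active = plate Z-score above 3 for both tubulin-high and condensed-nucleus cell shares, with cell loss under 80%, at 10 µM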;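 note: anti alpha tubulin signal scored within the nucleus-defined area of each cell; some results filed as inactive read as strong as hits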
Yfh1-off respiration = mitochondrial function rescue without frataxin homolog – Friedreich's ataxia, plus single-dose screen, dose response (AID 1465); S. cerevisiae Yfh1-off respiration, WST-1 reduction, 72 h; higher fold induction means a stronger effect; fold induction at 50 µM; hits with a dose series show EC50 in µM; hit rate 0.074% among 220,000;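 active = fold induction of absorbance versus untreated yeast above a set limit, then at least 30% activation at any dose in follow-up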;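 note: activators that raise dye reduction in frataxin-depleted yeast; strong numbers were not always called active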
Dynein cargo inh cytoplasmic EGFP = also measured in Dynein cargo inh; calls as there; z-score; measured here: cytoplasmic GR-EGFP intensity; hits give high values
Dynein cargo inh nuclear GR-EGFP = also measured in Dynein cargo inh; calls as there; z-score; measured here: nuclear GR-EGFP intensity;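 lower value marks the stronger effect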
Dynein cargo inh cell count = further read-out of Dynein cargo inh, marked with its call; z-score; measured here: cell count per field
Ins promoter up cell count = recorded beside Ins promoter up, whose call it bears; cell count; measured here: cytotoxicity, nuclei count;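 total cells summed across four imaged fields per well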
Hep lipid drop cells 6.5 µM = second read-out of Hep lipid drop, no call of its own (marks repeat the call); cell count; measured here: cell count, cytotoxicity flag;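 cells counted across two imaged fields per well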
MT stabilizer Hoechst-high % = recorded beside MT stabilizer, whose call it bears; % Hoechst-high responders; measured here: nuclear condensation Hoechst responders;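 share of cells brighter than vehicle mean plus two SD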
MT stabilizer cytotoxicity % = recorded beside MT stabilizer, whose call it bears; toxicity, %; measured here: cytotoxicity by cell density;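 0% = mean cell density of plate MIN control wells and 100% = no cells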
Autophagy mod cell loss 18 h = recorded beside Autophagy mod, whose call it bears; toxicity, %; measured here: cell loss, nuclei count;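 cell loss after 18 h compound exposure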
* hit, by the source's call; i = inactive; . = not tested or not shown.

SMILES | M1AAP inhibition | Dynein cargo inh | Dynein cargo inh cytoplasmic EGFP | Dynein cargo inh nuclear GR-EGFP | Dynein cargo inh cell count | Autophagy mod | Autophagy mod cell loss 18 h | Ins promoter up | Ins promoter up cell count | ER stress rescue | Hep lipid drop | Hep lipid drop cells 6.5 µM | P. falciparum M17LAP | MT stabilizer | MT stabilizer Hoechst-high % | MT stabilizer cytotoxicity % | Yfh1-off respiration
CCC1OC2(C)OC(=N)C1(C#N)C(C#N)(C#N)C2c1ccccc1 (centres undefined) | 6% | -2.5 | 0.69 | -1.9 | -1.1 | i | -1 | 0.07 | 1332 | 0.5% | -43 | 616 | -272% | 2.5 | 2.1 | 7.7 | i
C/C(=N\NS(=O)(=O)c1ccc([N+](=O)[O-])cc1)c1ccc(NC(=O)c2ccco2)cc1 | 4% | -0.65 | -0.22 | -0.65 | 1 | i | 3 | -0.06 | 1217 | -0.9% | 0 | 711 | 24% | 4.5 | 2.5 | 5.6 | i
CC(=O)Nc1ccc(S(=O)(=O)Nc2cc([N+](=O)[O-])ccc2C)cc1 | 0% | -0.16 | -0.32 | 0.27 | 0.19 | i | 4 | -0.14 | 1604 | -0.2% | 2 | 698 | 2% | 1.8 | 2.0 | 6.5 | i
O=c1[nH]c2ccccc2nc1CCc1ccccc1 | 3% | -0.92 | -0.31 | -0.11 | 1.2 | i | -6 | -0.03 | 1322 | -0.2% | 33 | 685 | -4% | 3.7 | 3.0 | 6.8 | i
C/C(=N\Nc1nc(N2CCOCC2)nc(N2CCOCC2)n1)c1cccc([N+](=O)[O-])c1 | 4% | 0.76 | -0.19 | 0.76 | -0.68 | i | -12 | 0.23 | 1270 | -1.3% | 4 | 678 | 5% | 1.3 | 2.2 | 11 | i
Cc1snc(SCC(=O)N/N=C(\N)COc2cccc(C(F)(F)F)c2)c1C#N | -5% | -0.99 | -0.19 | 0.13 | 0.29 | i | -11 | 0.15 | 1663 | -1.6% | . | . | 0% | 1.8 | 1.2 | 8.5 | i
CCC(C)NC(=O)CNC(=S)N(Cc1ccccc1)Cc1cccnc1 (centres undefined) | -10% | 0.53 | -0.18 | 0.43 | -0.01 | i | 4 | . | . | 0.2% | 17 | 636 | -19% | 3.3 | 1.9 | 2.9 | i
C[C@]1(C(=O)NCCc2c[nH]c3ccccc23)C=C[C@@H](Cc2ccccc2)N1C(=O)c1ccccc1 | -3% | 0.94 | -0.32 | 0.73 | 0.3 | i | -13 | 0.12 | 1078 | -1.4% | -2 | 761 | 0% | 2.0 | 3.0 | 11 | i
COc1ccc(C(=O)NNC2=CC(=O)CC(C)(C)C2)cc1 | 5% | -0.4 | -0.22 | -0.054 | 0.88 | i | -4 | -0.14 | 1491 | 1.0% | 17 | 632 | 14% | 5.1 | 1.6 | 5.4 | i
CCOC(=O)CC(=O)CSc1ccc2nnc(-c3ccccc3)n2n1 | 2% | -0.42 | -0.18 | 0.063 | -0.51 | i | 18 | 0.03 | 1904 | -3.0% | -10 | 647 | -5% | 5.9 | 2.7 | 8.7 | i
O=C(Cc1cc(=O)[nH]c(=O)[nH]1)NCC1CCCO1 (centres undefined) | 11% | -0.66 | -0.23 | -0.25 | 0.13 | i | 17 | -0.32 | 971 | -1.5% | . | . | -2% | 4.4 | 3.2 | 7.4 | i
CS(=O)(=O)N1CCc2cc(S(=O)(=O)NCCNS(=O)(=O)c3ccc4c(c3)CCN4S(C)(=O)=O)ccc21 | 9% | 0.0065 | -0.12 | -0.096 | 0.2 | i | 6 | 0.45 | 1290 | -1.5% | 10 | 676 | -7% | 1.3 | 2.2 | 9.7 | i
C#CCOCCOCCOCCNc1nc(N2CCN(C(=O)[C@H](Cc3cc4ccccc4[nH]3)n3cc([C@@H](N)CC(C)C)nn3)CC2)nc(N2CCN(C(=O)[C@H](Cc3cc4ccccc4[nH]3)n3cc([C@@H](N)CC(C)C)nn3)CC2)n1 | 7% | 1.7 | 0.019 | 1.2 | -1.7 | i | 8 | 1 | 1393 | 5.4% | -18 | 737 | 1% | 2.0 | 1.7 | 8.3 | i
Cc1cccc(NC(=S)N(Cc2ccco2)C(C)c2cccs2)c1 (centres undefined) | 6% | -0.18 | -0.3 | -0.12 | 0.59 | i | -27 | 0.23 | 1173 | -0.9% | -2 | 766 | -5% | 1.7 | 1.7 | 11 | i
CCOC(=O)N1CCc2c(sc(NC(=O)Cc3ccccc3)c2C(=O)c2ccc(OC)cc2)C1 | 6% | -0.32 | -0.28 | -0.4 | 0.73 | . | . | -1 | 1364 | . | . | . | -1% | . | . | . | i
Cc1cc(C)cc(NC(=O)CSc2nnc(Cn3c(=O)sc4ccccc43)n2C)c1 | -8% | 1.2 | -0.12 | 0.97 | -0.85 | i | 14 | 0.49 | 1273 | -1.0% | -1 | 681 | -2% | 5.3 | 2.3 | 5.8 | i
O=C(Nc1ccccc1)c1ccc(-c2ccccc2)s1 | -5% | 0.5 | -0.26 | 0.94 | -0.74 | i | 14 | -0.21 | 1286 | -1.0% | 5 | 695 | -1% | 6.1 | 2.3 | 7.0 | i
CCCOc1nc2c(c(=O)n(C)c(=O)n2C)n1CC | . | 1.5 | -0.42 | 0.58 | -0.66 | i | -7 | 1.8 | 1184 | 0.0% | . | . | . | 3.6 | 2.5 | 20 | .
Cc1cc(C)c2[nH]c(C(=O)Nc3ccc4c(c3)OCO4)cc2c1 | 11% | 0.27 | -0.17 | 0.57 | 0.093 | . | . | -0.22 | 1099 | . | 2 | 715 | 9% | . | . | . | i
CCOc1ccc(S(=O)(=O)NCc2ccc(Cl)cc2)c2cccnc12 | -4% | 1.3 | -0.29 | 1.3 | -0.0054 | i | 12 | -0.08 | 1303 | 3.9% | -4 | 744 | -2% | 3.5 | 1.8 | 11 | i
O=C(CNC(=S)N(CCCN1CCOCC1)Cc1cccs1)NC1CC1 | 3% | 1.1 | -0.22 | 0.6 | 0.16 | i | -6 | . | . | 2.4% | 0 | 507 | -2% | 2.7 | 2.9 | 7.0 | i
O=C(O)C1CCCCC1C(=O)Nc1ccc(Cl)cc1Cl (centres undefined) | 2% | 0.13 | -0.22 | 0.26 | -0.099 | i | 7 | 0.03 | 1917 | -3.0% | 19 | 669 | 14µM* | 3.6 | 2.3 | 8.4 | i
O=C(CN1C(=O)COc2ccccc21)NCCC1=CCCCC1 | 4% | 0.07 | -0.19 | 0.46 | 0.15 | i | 0 | 0.71 | 943 | . | -13 | 712 | 3% | 3.2 | 2.4 | 17 | i
CC(C)C(=O)Nc1cccc(-c2cnc3ccccc3n2)c1 | 1% | 0.49 | 0.21 | 0.68 | -0.76 | i | 8 | -0.3 | 859 | -1.2% | 18 | 795 | 2% | 1.3 | 1.6 | 7.6 | i
CCCc1nc([N+](=O)[O-])c(S(=O)(=O)c2ccccc2)n1CC(C)C | 3% | 1.3 | -0.14 | 0.26 | -0.89 | i | 12 | 0.46 | 1101 | -1.4% | 45 | 808 | 0% | 2.0 | 3.2 | 8.5 | i
COc1cc(/C=C/C(=O)Nc2ccc(C)cc2)cc(OC)c1OC | 14% | -0.8 | -0.23 | -0.79 | 0.91 | i | 8 | -0.6 | 1326 | -5.3% | 5 | 632 | 9% | 2.0 | 3.1 | 6.9 | i
CC(=O)N(C)/C=C1\Sc2ccccc2C1=O | 1% | -0.15 | -0.12 | 0.06 | -0.92 | i | -2 | 0.8 | 1569 | -0.5% | . | . | -2% | 3.1 | 1.7 | 0.3 | .
C=CCn1c(=N)n(CC(=O)c2ccc(Br)s2)c2ccccc21 | 2% | -0.16 | -0.12 | 0.023 | 0.35 | i | 4 | 0.64 | 1235 | -1.0% | -23 | 682 | 5% | 5.3 | 1.7 | 7.9 | i
O=C1C2CC=CCC2C(=O)N1CC1CCCO1 (centres undefined) | 0% | -0.7 | -0.037 | -0.51 | 0.72 | i | 29 | -0.11 | 1652 | 0.0% | -4 | 692 | 3% | 3.8 | 2.1 | 4.0 | i
CCN(CCO)Cc1csc2c(Br)cccc12 | 3% | 0.71 | -0.22 | 0.87 | 1.3 | i | -15 | 0.14 | 1365 | 0.6% | . | . | -13% | 2.9 | 2.2 | 8.2 | i
Cc1csc2ncnc(NCCc3ccccn3)c12 | 1% | -0.77 | -0.33 | -0.45 | 0.44 | i | 28 | -2.5 | 718 | . | -10 | 672 | 14% | 6.2 | 3.6 | 2.4 | i

Full records from above. Screens in order: M1AAP inhibition, Dynein cargo inh, Dynein cargo inh cytoplasmic EGFP, Dynein cargo inh nuclear GR-EGFP, Dynein cargo inh cell count, Autophagy mod, Autophagy mod cell loss 18 h, Ins promoter up, Ins promoter up cell count, ER stress rescue, Hep lipid drop, Hep lipid drop cells 6.5 µM, P. falciparum M17LAP, MT stabilizer, MT stabilizer Hoechst-high %, MT stabilizer cytotoxicity %, Yfh1-off respiration
Record of Cc1csc2ncnc(NCCc3ccccn3)c12 → 1%, -0.77, -0.33, -0.45, 0.44, i, 28, -2.5, 718, ., -10, 672, 14%, 6.2, 3.6, 2.4, i
Record of C=CCn1c(=N)n(CC(=O)c2ccc(Br)s2)c2ccccc21 → 2%, -0.16, -0.12, 0.023, 0.35, i, 4, 0.64, 1235, -1.0%, -23, 682, 5%, 5.3, 1.7, 7.9, i

Not a hit list; any-hit rate near 3.5%.
